MCL1 BIM primary – inhibitors of human MCL1 binding to BIM-BH3 peptide | Q07820 | GST-MCL1 / FITC-Bim-BH3 fluorescence polarization | inhibition, % at 10.9 µM | 320,000 compounds, 0.68% hits | AID 2057;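 active = inhibition above the mean inhibition of all tested compounds plus 3 SD, set per campaign, cut at about 40% in these data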;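 note: 0% = DMSO wells and 100% = unlabeled Bim-BH3 peptide control; higher means more loss of mP so more displacement of Bim peptide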
Fam108B counter – Fam108B inhibition, counter-screen for RBBP9 inhibitors; 300,000 compounds, 0.33% hits; AID 1947; inhibition, % at 9.51 µM; recombinant Fam108B, FP-Rh probe fluorescence polarization;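 active = inhibition above the screen mean inhibition plus 3 SD, computed separately per campaign, cut at about 18% in these data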;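 note: inhibitors lower polarization as less probe binds the enzyme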
MEX-5 binding – C. elegans MEX-5 TCR-2 RNA binding activity. MEX-5/FITC-TCR2 RNA binding, fluorescence polarization; stronger effect = lower value. activity score (negative = inhibition of binding), % at 10 µM. 300,000 compounds, 0.38% hits. AID 1832;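 active = inhibition past about -25% in most replicates, and total fluorescence under double the plate's negative control median, limit read from the data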;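 note: 0% = DMSO and -100% = 5 µM competing unlabeled TCR2 RNA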
PME-1 inh – blocks human protein phosphatase methylesterase 1; AID 2130; Q9Y570; inhibition, % at 5.9 µM; 320,000 compounds, 0.53% hits; recombinant PME-1, FP-Rh probe fluorescence polarization;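 active = inhibition above the campaign mean of all compounds plus 3 SD, cut at about 26% in these data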;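 note: competitive labeling of PME-1 active site by serine hydrolase directed probe; 0% = PME-1 with DMSO and 100% = wells lacking PME-1 enzyme; inhibitors block probe labeling so polarization falls and inhibition rises; many of its hits are not listed in these tables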
GLD-1 TGE inh – GLD-1-TGE RNA interaction inhibition (C. elegans); Q17339; purified GLD-1 + fluorescein TGE RNA, fluorescence polarization; inhibition, % at 5.96 µM; 320,000 compounds, 0.44% hits;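 active = percent inhibition above a per-plate cutoff, the plate mean of test compounds plus 3 SD, cut at about 30% in these data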;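 note: 0% = DMSO wells with GLD-1 and probe and 100% = wells lacking GLD-1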
PAFAH1B2 FP inh – inhibitors of human PAFAH1B2 | P68402 | AID 492953 | recombinant PAFAH1B2, FP-rhodamine activity probe, fluorescence polarization | 340,000 compounds, 1.2% hits | inhibition, % at 3.39 µM;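 active = inhibition above the mean of all tested compounds plus 3 SD, cut at about 24% in these data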;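 note: 0% = enzyme with DMSO and 100% = wells lacking PAFAH1B2; many of its hits are not listed in these tables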
Target sequence (P68402 whole entry, looked up): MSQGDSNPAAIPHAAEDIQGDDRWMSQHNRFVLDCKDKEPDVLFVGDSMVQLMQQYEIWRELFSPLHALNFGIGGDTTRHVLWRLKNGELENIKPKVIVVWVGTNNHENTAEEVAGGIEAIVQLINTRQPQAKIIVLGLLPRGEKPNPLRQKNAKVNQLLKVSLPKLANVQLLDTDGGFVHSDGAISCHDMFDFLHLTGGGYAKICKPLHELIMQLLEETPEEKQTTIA
pPAFAH inh – pPAFAH (human) enzyme inhibition; 330,000 compounds, 1.5% hits; inhibition, % at 3.39 µM; Q13093; AID 463082; recombinant pPAFAH, FP-rhodamine probe fluorescence polarization;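 active = inhibition above the mean inhibition across the screen plus 3 SD, cut at about 25% in these data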;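 note: inhibitors block binding of the rhodamine activity-based probe so polarization drops; 0% = enzyme with DMSO and 100% = wells lacking pPAFAH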
Target sequence (Q13093 whole entry, looked up): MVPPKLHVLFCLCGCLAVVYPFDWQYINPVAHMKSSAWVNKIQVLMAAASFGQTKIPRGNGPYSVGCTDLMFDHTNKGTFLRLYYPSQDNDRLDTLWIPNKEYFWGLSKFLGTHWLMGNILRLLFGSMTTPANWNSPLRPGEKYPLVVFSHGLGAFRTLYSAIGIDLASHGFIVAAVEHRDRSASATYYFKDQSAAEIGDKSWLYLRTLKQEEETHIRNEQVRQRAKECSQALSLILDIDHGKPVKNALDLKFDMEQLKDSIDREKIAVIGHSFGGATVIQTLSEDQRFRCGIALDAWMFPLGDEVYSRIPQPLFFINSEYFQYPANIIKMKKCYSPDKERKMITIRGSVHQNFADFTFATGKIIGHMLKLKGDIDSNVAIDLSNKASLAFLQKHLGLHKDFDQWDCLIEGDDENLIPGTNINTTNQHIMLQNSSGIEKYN
Bcl-xL primary – inhibitors of human Bcl-xL; Q07817; GST-Bcl-xL / FITC-Bim BH3 peptide fluorescence polarization; inhibition, % at 10.9 µM; 320,000 compounds, 0.7% hits; AID 2129;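 active = inhibition above the mean of all tested compounds plus 3 SD, cutoff set per campaign, cut at about 30% in these data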;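 note: 0% = DMSO wells and 100% = unlabeled Bim-BH3 peptide competitor; inhibitors lower millipolarization by displacing the labeled peptide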
Target sequence (Q07817 whole entry, looked up): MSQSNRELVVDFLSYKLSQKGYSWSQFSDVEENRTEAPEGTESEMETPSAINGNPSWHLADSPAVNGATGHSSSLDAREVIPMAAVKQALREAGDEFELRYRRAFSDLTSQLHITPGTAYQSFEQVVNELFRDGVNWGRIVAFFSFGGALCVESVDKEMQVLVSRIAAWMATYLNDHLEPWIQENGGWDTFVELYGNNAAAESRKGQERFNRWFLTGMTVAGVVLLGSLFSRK
AHR act – activators of human aryl hydrocarbon receptor; P35869; AHR-responsive luciferase reporter cells, luminescence; activation, % at 5 µM; 320,000 compounds, 2.5% hits; in the data active = activation above about 47%;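 note: 0% = vehicle wells and 100% = reference agonist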
Active calls of the source: *; . = not tested or not shown. Only part of the results is shown. The share of hits here may be higher or lower than overall.

| structure | MCL1 BIM primary | Fam108B counter | MEX-5 binding | PME-1 inh | GLD-1 TGE inh | PAFAH1B2 FP inh | pPAFAH inh | Bcl-xL primary | AHR act |
| --- | --- | --- | --- | --- | --- | --- | --- | --- | --- |
| COc1ccc(CCN(C)CC(O)COc2c(C)ccc(C)c2C)cc1OC (stereo unspecified) | -6 | -5 | -1.1 | -5 | -1 | -1 | -5 | -2 | 3 |
| O=C1NCCN(Cc2ccc(Cl)c(F)c2)C1CC(=O)N1CCc2ccccc2C1 (stereo unspecified) | 13 | 0 | 2.8 | 0 | 16 | 13 | 5 | 23 | 0 |
| CC1=NN(c2cccc(Cl)c2)C(=O)C12CC(C)=C(C)CS2 (stereo unspecified) | 9 | 0 | 1.9 | -9 | -1 | 4 | -7 | 2 | 12 |
| Cc1ccc(Cn2c(=S)[nH]c3ccccc3c2=O)cc1 | 0 | 2 | 4.3 | -1 | 2 | 1 | 3 | -3 | 1 |
| CCS(=O)(=O)c1ncc(Cl)c(C(=O)Nc2ccc(S(=O)(=O)N(C)c3ccccc3)cc2)n1 | 15 | -1 | -4.1 | -16 | -7 | -9 | -15 | 5 | 0 |
| Cc1cc(C)c(NC(=O)CN(C)S(=O)(=O)c2ccc3c(c2)n(C)c(=O)c(=O)n3C)c(C)c1 | -1 | 0 | -2.8 | 4 | -2 | 3 | 6 | -6 | -1 |
| COc1ccc(C(=O)Oc2ccc(C(C)=O)cc2)c(OC)c1 | -3 | 3 | -3.0 | -3 | 7 | 3 | 7 | 5 | 4 |
| c1ccc2sc(NC3=NCN(C4CCCCCC4)CN3)nc2c1 | -2 | -2 | -1.1 | -4 | -5 | 5 | 2 | 0 | 7 |
| CSc1ccc(CCNC(=O)c2cc(-c3ccccc3)c(N3CCOCC3)s2)cc1 | 0 | -2 | 1.8 | -4 | -3 | 1 | 19 | 5 | 3 |
| O=C(CCc1ccccc1)N1CCCN(C(=O)CCc2ccccc2)CC1 | -4 | 0 | -1.2 | 5 | 2 | 1 | 2 | 4 | 2 |
| COC(=O)c1c(-c2cccs2)csc1NC(=O)c1cccnc1 | 10 | -3 | -1.0 | -5 | -5 | 0 | 0 | 5 | -3 |
| CC1CN(S(=O)(=O)c2ccc(C(=O)Nc3nnc(-c4ccco4)o3)cc2)CC(C)O1 (stereo unspecified) | 11 | -1 | 0.6 | -2 | -3 | 1 | -3 | -2 | -1 |
| COc1ccc(OC)c(S(=O)(=O)N2CCC(C(=O)NCCc3ccccc3)CC2)c1 | -3 | -4 | 0.8 | 2 | 5 | 1 | 5 | -1 | 0 |
| O=C(COc1cccc2ccccc12)Nc1cc(Cl)ccc1C(=O)O | -5 | -11 | 2.2 | -65 | -6 | -4 | -8 | 4 | 19 |
| NC(=O)C1CCN(c2c([N+](=O)[O-])cc(C(F)(F)F)cc2[N+](=O)[O-])CC1 | 8 | -1 | 1.4 | 2 | -1 | 5 | 2 | -1 | -1 |
| Cc1onc(C(=O)Nc2c(C)n(C)n(-c3ccccc3)c2=O)c1[N+](=O)[O-] | -5 | 4 | -4.3 | -2 | 0 | 2 | 2 | 1 | 0 |
| COc1ccc(N2C(=O)CC(N3CCN(S(=O)(=O)c4ccc(Cl)cc4)CC3)C2=O)cc1 (stereo unspecified) | 2 | -2 | 0.1 | 0 | -4 | 23 | -2 | 2 | 3 |
| CCc1cc(S(=O)(=O)N2CCN(C(=O)c3ccco3)CC2)ccc1OC | 6 | 4 | 0.5 | 3 | -5 | 10 | 0 | -4 | 0 |
| Cc1nc(-c2ccccc2)sc1C(=O)O | 2 | 1 | -0.4 | 7 | 3 | 5 | 1 | 4 | 1 |
| Cc1cc(Cl)c(S(=O)(=O)NCC2CCCO2)cc1OCC(=O)NC1CCCCC1 (stereo unspecified) | 5 | 0 | -2.5 | -4 | 5 | 4 | -2 | 6 | 2 |
| CCN1CCN(CC(=O)N2N=C(c3cccs3)CC2c2ccc(OC)cc2)C(=O)C1=O (stereo unspecified) | -1 | 0 | 1.9 | -4 | 5 | -1 | 0 | 5 | -2 |
| Cc1ccc(S(=O)(=O)NC(C(=O)Oc2ccc3ccc(=O)oc3c2)c2ccccc2)cc1 (stereo unspecified) | -7 | -9 | -0.6 | 1 | 1 | 6 | -7 | -3 | 1 |
| COc1ccc(C(C(=O)NCC2CCCO2)N(C(=O)CNC(=O)c2cccs2)c2ccc(C)cc2)cc1OC (stereo unspecified) | 5 | 1 | -1.1 | 8 | 1 | 4 | -1 | 0 | 1 |
| COc1ccc(S(=O)(=O)N(CC(=O)N2CCN(C)CC2)c2ccccc2)cc1OC | 5 | 1 | 0.5 | -3 | -1 | 2 | 3 | 11 | 3 |
| O=C(CN1CCOCC1)N1CCc2ccccc2C(c2ccccc2)C1 (stereo unspecified) | 7 | 1 | 0.7 | -2 | 4 | -1 | 3 | 5 | 0 |
| O=C(CCn1cnc2ncccc2c1=O)N1CCN(c2cccc(Cl)c2)CC1 | -3 | -2 | -4.5 | -5 | 3 | 2 | 8 | 0 | 0 |
| O=C(NCc1ccc(F)cc1)C(c1ccccc1)c1ccccc1 | 15 | -5 | 0.7 | -5 | -5 | -1 | -3 | 2 | 1 |
| CCc1ccc(/C(C)=N/NC(=O)CNC(=O)/C=C/c2ccccc2OC)cc1 | 8 | -8 | -0.5 | -11 | 1 | 0 | -1 | 4 | 13 |
| CN(c1ccccc1)S(=O)(=O)c1cccc(NC(=O)COC(=O)C2CCCCC2)c1 | 5 | -5 | -0.6 | -6 | 1 | 1 | 8 | 1 | -2 |
| Cc1ccc(C)c(CSc2nnc([C@@H]3CCCN3)o2)c1 | 4 | -5 | 3.1 | -2 | 2 | 4 | -5 | 5 | 4 |
| CCOCCn1c(CN(Cc2ccccc2)Cc2ccccc2)nc2c1c(=O)n(C)c(=O)n2C | 3 | -1 | 0.9 | -5 | 3 | 2 | 5 | -1 | 0 |
| CCOC(=O)C1CCN(Cc2ccccn2)CC1 | -4 | 2 | 1.9 | 6 | 7 | . | 5 | -1 | -1 |
| COCCNC(=S)NN=C1CCC(c2ccccc2)CC1 (stereo unspecified) | 8 | -2 | -0.3 | -2 | -8 | -3 | 2 | 2 | 8 |
| O=c1c2ccccc2c2ccccc2c(=O)n1CC1CCCO1 (stereo unspecified) | -9 | -1 | -0.4 | -5 | 1 | 1 | 7 | 4 | 4 |
| O=C(Cn1c(=O)oc2ccccc21)Nc1ccc2c(c1)OCCO2 | 0 | -5 | -0.2 | -1 | 4 | 4 | 10 | 8 | 0 |
| O=C(OCC(=O)c1ccc[nH]1)c1ccccc1 | -3 | 1 | 1.3 | 10 | 7 | 3 | 2 | 0 | 3 |
| O=C(CCS(=O)(=O)c1ccc(Br)cc1)NCCC1=CCCCC1 | 4 | 3 | 1.0 | -7 | -3 | 26* | 1 | -10 | 1 |
| CC1CCCN(c2ccc(C(=O)Nc3cccnc3)cc2[N+](=O)[O-])C1 (stereo unspecified) | 0 | 0 | 0.1 | 4 | 4 | 9 | 15 | 4 | 23 |
| Cc1sc(NC(=O)CCS(=O)(=O)c2ccccc2)c(C#N)c1C | 4 | -2 | -2.8 | 1 | -2 | 4 | 2 | 6 | -1 |
| O=C(c1cccc(Cl)c1)N(Cc1ccco1)C1CCS(=O)(=O)C1 (stereo unspecified) | 7 | -1 | 0.0 | 0 | 5 | 0 | 2 | 0 | 0 |
| COc1ccc(-c2cccc(C(=O)NCC(=O)O)c2)cc1 | 2 | -4 | -0.6 | 0 | 3 | -2 | 1 | 4 | 3 |
| Cc1c(/C(O)=C2/C(=O)C(=O)N(CCN3CCOCC3)C2c2cccs2)cnn1-c1ccccc1 (stereo unspecified) | 10 | -1 | -2.5 | 3 | -1 | 4 | 3 | 16 | -3 |
| CC(C)NC(=O)CN(CCc1ccccc1)S(C)(=O)=O | -1 | 0 | -2.6 | 6 | 5 | 4 | 3 | 4 | 0 |
| CCOc1ccc(NC(=O)CCCCCN2C(=O)[C@@H]3Cc4ccccc4CN3C2=O)cc1 | 6 | 1 | -3.0 | 0 | -4 | 8 | -1 | 6 | -5 |
| Clc1cccc(CSc2nnc(-c3ccccn3)n2Cc2ccco2)c1 | 3 | 10 | -0.7 | 3 | 6 | 4 | 16 | -2 | 1 |
| CC(C)CN(C(=O)Cn1c(Cl)nc2c1c(=O)n(C)c(=O)n2C)C1CCS(=O)(=O)C1 (stereo unspecified) | -1 | -3 | -2.0 | -6 | 4 | -2 | -2 | 3 | -2 |
| CC1(C)CC(NC(=O)COc2ccc3ccc(=O)oc3c2)CC(C)(C)N1 | 6 | 0 | 3.3 | -1 | 6 | 0 | 4 | 4 | 0 |
| COc1ccc(NC(=O)NCc2ccccn2)cc1 | 6 | -2 | 1.4 | 3 | 4 | 1 | 1 | -2 | 5 |
| CCN(CC)CCCNc1oc(-c2ccccc2[N+](=O)[O-])nc1C#N | 8 | 1 | -4.3 | 0 | 11 | -2 | 1 | 9 | 6 |
| COc1ccc2ccccc2c1CN1CCN(C(=O)c2ccccc2)CC1 | 3 | -1 | 2.6 | 3 | 6 | 0 | 6 | 9 | 3 |
| O=C(CCN1C(=O)/C(=C/c2ccccc2Cl)SC1=S)Nc1cccnc1 | 7 | -3 | 2.3 | 9 | -5 | 4 | 8 | 2 | 5 |
| CCOc1ccc(NC(=O)CSc2nnnn2CC(=O)O)cc1 | -8 | 1 | -0.7 | -1 | -8 | -2 | -2 | -7 | 1 |
| CC1CN(c2ccc([N+](=O)[O-])c(NCCOc3ccccc3)c2)CC(C)N1 (stereo unspecified) | -1 | 7 | -5.6 | 8 | 3 | 2 | 7 | 4 | 9 |
| O=C(Nc1ccc(C2=CN(Cc3ccccc3)CCC2=O)cc1)OCc1ccccc1 | . | . | . | . | -1 | 0 | -2 | . | -1 |
| COc1ccc(C(C)(C)C)cc1NC(=O)c1ccc[n+]([O-])c1 | 5 | -1 | -0.9 | 7 | 1 | 7 | 9 | 2 | 9 |
| COc1cc(OC)cc(-c2c(C#Cc3ccsc3)c3cc(-c4ccc5c(c4)OCO5)ccc3n2C)c1 | . | . | . | . | -23 | -1 | 5 | . | 7 |

Next section.
| structure | MCL1 BIM primary | Fam108B counter | MEX-5 binding | PME-1 inh | GLD-1 TGE inh | PAFAH1B2 FP inh | pPAFAH inh | Bcl-xL primary | AHR act |
| --- | --- | --- | --- | --- | --- | --- | --- | --- | --- |
| CCOc1ccc(S(=O)(=O)Nc2ccc(C(=O)NCC(c3ccc(OC)cc3)N3CCOCC3)cc2)cc1 (stereo unspecified) | . | . | . | . | -3 | 2 | 0 | . | 2 |
| Cc1ccc(CNC(=O)c2nn(C)c(C)c2[N+](=O)[O-])cc1 | 12 | 3 | 1.1 | 0 | -1 | -1 | -3 | 5 | 2 |
| COc1ccc(Cl)cc1NC(=O)Nc1ccc(C(=O)N2CCOCC2)cc1 | 2 | 4 | -2.3 | -6 | -1 | 4 | 3 | 2 | -1 |
| CCn1c(SCC(N)=O)nc2sc3c(c2c1=O)CCCC3 | 6 | 0 | -1.2 | 1 | 3 | -1 | 0 | 3 | 1 |
| CC(C)C1C(C#N)=C(N)Oc2n[nH]c(-c3ccccc3)c21 (stereo unspecified) | 6 | 1 | 2.7 | 3 | 2 | 5 | 1 | 10 | 28 |
| O=C(c1cccc(S(=O)(=O)Nc2ccc(F)cc2)c1)N1CCOCC1 | -3 | . | . | 3 | -1 | -2 | 29* | -5 | -2 |
| Cc1csc2c(=O)n3c(nc12)CCCCC3 | -3 | -2 | -0.1 | 5 | 1 | 1 | 4 | -1 | 2 |

Screens (PubChem)
